influenza NS1A: NS1A inhibition, H1N1 influenza, cell based functional assay (AID 504329); NS1A functional cell-based assay, percent inhibition; higher % means a stronger effect; actives 0.3% (n = 340,000); one-dose inhibition, % at 12.5 µM; IC50 in µM for titrated hits; in the data active = a potency from the dose series; inconclusive = inhibition above about 27% without an active follow-up result; note: strong numbers were not always called active
M. tuberculosis: growth inhibition of non-replicating M. tuberculosis (AID 488890); Mycobacterium tuberculosis non-replicating, growth inhibition; higher % means a stronger effect; one-dose inhibition, % at 25 µM; IC50 in µM for titrated hits; actives 0.39% (n = 320,000); in the data active = a potency from the dose series; inconclusive = inhibition mostly from about 82% at the one dose, without a potency; inactive = the rest, 99 in 100 with inhibition below about 76%;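 note: plate controls were DMSO cells for no effect and high antibiotic wells for full effect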
VEEV TC-83 Vero: inhibitors of VEEV TC-83 cytopathic effect, confirmation, Vero cells (AID 588727) | inhibition, % at 20 µM; hits with a dose series show IC50 in µM | actives 0.13% (n = 350,000) | Vero cells, VEEV TC-83 cytopathic effect inhibition; higher % means a stronger effect; in the data active = a potency from the dose series; inconclusive = inhibition mostly from about 14% at the one dose, without a potency; inactive = the rest, 99 in 100 with inhibition below about 12%; note: strong numbers were not always called active
H37Rv inhibition: M. tuberculosis growth inhibition, HTS (AID 449762) | M. tuberculosis H37Rv growth inhibition, 7H9 media; higher % means a stronger effect | inhibition, % at 25 µM; hits with a dose series show IC50 in µM | actives 0.59% (n = 330,000); in the data active = a potency from the dose series; inconclusive = inhibition above about 70% without an active follow-up result;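 note: bacterial growth assessed after seven days of incubation; strong numbers were not always called active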
Salmonella PhoP GFP: Inhibition of PhoP regulon, Salmonella typhi GFP reporter cells, confirmation, 4 h (AID 1850) | Salmonella Typhi PhoP-promoter GFP reporter, fluorescence, 4 h; higher % means a stronger effect | one-dose inhibition, % at 50 µM; IC50 in µM for titrated hits | actives 0.33% (n = 310,000); in the data active = a potency from the dose series; inconclusive = inhibition mostly from about 25% at the one dose, without a potency; inactive = the rest, 99 in 100 with inhibition below about 19%;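 note: 0% = induced wells with vehicle and 100% = uninduced wells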
* marks the source's active call; other numbers are inactive results; i = inactive; ? = inconclusive; · = not tested or not shown.

Letters: A = influenza NS1A; B = M. tuberculosis; C = VEEV TC-83 Vero; D = H37Rv inhibition; E = Salmonella PhoP GFP
CN(Cc1nc2c(s1)CCCC2)C(=O)CCc1nnc(-c2ccccc2)o1
  A = ·	B = -1.7%	C = 1.1%	D = -10.3%	E = 4.6%

Cc1ccc(-c2nc3cnccn3c2Nc2c(C)cccc2C)o1
  A = -1.5%	B = ?	C = 6.6%	D = ?	E = -7.0%

CN(CCCNC(=O)CCC(=O)N1CCOc2ccc(Cl)cc21)Cc1ccccc1
  A = 3.8%	B = 8.0%	C = 0.1%	D = -5.7%	E = -2.3%

COc1ccc(-n2c(-c3ccc(Cl)cc3)c[nH]c2=S)cc1
  A = -9.0%	B = -14.0%	C = i	D = -1.5%	E = -3.4%

COc1cc(C(=O)O/N=C2\CCCc3c2ccc(OC)c3[N+](=O)[O-])cc(OC)c1OC
  A = 7.2%	B = 17.3%	C = 1.0%	D = 7.9%	E = 0.4%

CCCCn1c(N)c(N(CCOC)C(=O)c2ccc3c(c2)C(=O)N(c2ccccc2C)C3=O)c(=O)[nH]c1=O
  A = -4.8%	B = -9.5%	C = 2.0%	D = -1.4%	E = -0.9%

Cc1ccc(NC(NC(=O)c2cccs2)C(Cl)(Cl)Cl)cc1C (stereo unspecified)
  A = 8.8%	B = 19.1%	C = 4.6%	D = -0.3%	E = -5.5%

CC(=O)c1ccc(OCC(O)CN(C)Cc2cccs2)cc1 (stereo unspecified)
  A = 20.0%	B = -2.5%	C = 0.6%	D = -4.6%	E = -1.0%

CC(=O)Nc1cccc(Nc2nc(-c3ccccc3F)nc3ccccc23)c1
  A = 0.2%	B = -0.2%	C = 11.4%	D = 5.1%	E = -8.3%

CC(=O)Nc1ccc(NC(=O)CC(C)n2ccnc2)cc1 (stereo unspecified)
  A = -18.3%	B = -4.4%	C = 0.2%	D = -4.0%	E = 10.1%

O=C(NCc1ccco1)C1CCN(c2ccc(S(=O)(=O)N3CCOCC3)cc2[N+](=O)[O-])CC1
  A = -1.0%	B = 5.1%	C = 1.2%	D = 1.8%	E = -3.3%

N#CCC(=O)Nc1ccc(C(=O)OCC(=O)c2ccc3c(c2)OCCO3)cc1
  A = -4.1%	B = 5.9%	C = 1.3%	D = -4.3%	E = 1.5%

Cc1cc(=O)n2[nH]c(C)c(-c3ccccc3)c2n1
  A = -6.2%	B = 9.2%	C = 0.3%	D = -6.9%	E = 2.2%

O=C(c1ccco1)N(Cc1cccc(F)c1)C1CCS(=O)(=O)C1 (stereo unspecified)
  A = -3.8%	B = 2.4%	C = 0.7%	D = 4.6%	E = -0.3%

Cc1ccc(N(C)S(=O)(=O)c2cccc(C(=O)NCCCN3CCCC3=O)c2)cc1
  A = -8.7%	B = 16.3%	C = i	D = 1.4%	E = ·

Five records picked at random from those above:
Letters: A = influenza NS1A; B = M. tuberculosis; C = VEEV TC-83 Vero; D = H37Rv inhibition; E = Salmonella PhoP GFP
Cc1cc(=O)n2[nH]c(C)c(-c3ccccc3)c2n1
  A = -6.2%	B = 9.2%	C = 0.3%	D = -6.9%	E = 2.2%

COc1ccc(-n2c(-c3ccc(Cl)cc3)c[nH]c2=S)cc1
  A = -9.0%	B = -14.0%	C = i	D = -1.5%	E = -3.4%

CC(=O)Nc1ccc(NC(=O)CC(C)n2ccnc2)cc1 (stereo unspecified)
  A = -18.3%	B = -4.4%	C = 0.2%	D = -4.0%	E = 10.1%

O=C(NCc1ccco1)C1CCN(c2ccc(S(=O)(=O)N3CCOCC3)cc2[N+](=O)[O-])CC1
  A = -1.0%	B = 5.1%	C = 1.2%	D = 1.8%	E = -3.3%

CN(Cc1nc2c(s1)CCCC2)C(=O)CCc1nnc(-c2ccccc2)o1
  A = ·	B = -1.7%	C = 1.1%	D = -10.3%	E = 4.6%

Next section:
Letters: A = influenza NS1A; B = M. tuberculosis; C = VEEV TC-83 Vero; D = H37Rv inhibition; E = Salmonella PhoP GFP
Cc1ccc(/C=c2\sc3nc(-c4cccs4)nn3c2=O)o1
  A = 2.5%	B = 4.9%	C = i	D = -1.8%	E = -11.4%

COCCCNC(=O)Cn1cc(C(=O)C2CC2)c2ccccc21
  A = 16.0%	B = -0.2%	C = 0.9%	D = 4.6%	E = -9.6%

Cc1ccc(S(=O)(=O)NCC(=O)OCC(=O)N2C(C)CCCC2C)cc1 (stereo unspecified)
  A = -2.9%	B = 5.0%	C = 0.9%	D = -2.6%	E = ·

CCOC(=O)c1c(NC(=O)CN2CCC(C)CC2)sc(C)c1C
  A = -7.8%	B = 22.3%	C = i	D = 9.6%	E = 1.1%

COc1ccc2cc(CN(CC3CCCO3)C(=O)Nc3ccccc3OC)c(=O)[nH]c2c1 (stereo unspecified)
  A = -10.4%	B = 27.6%	C = 8.3%	D = 7.3%	E = -2.0%

CCCCn1c(N)c(N(CC(C)C)C(=O)c2cc(-c3ccco3)nc3ccccc23)c(=O)[nH]c1=O
  A = -4.8%	B = 9.8%	C = 0.9%	D = -4.6%	E = 0.8%

Cc1cc(C(=O)OCC(=O)c2ccccc2)c2ccccc2n1
  A = 1.9%	B = 6.7%	C = 0.8%	D = 3.8%	E = 15.6%

CC(=O)c1cccc(NS(=O)(=O)c2ccc(NC(=O)N3CCCCC3)cc2)c1
  A = -7.8%	B = -10.0%	C = 1.4%	D = -0.8%	E = -7.9%

COc1ccc(-c2noc(CCC(=O)NCC3CCN(Cc4cccc(C)c4)CC3)n2)cc1
  A = 5.3%	B = 24.4%	C = 4.6%	D = -1.8%	E = 7.3%

CC(=O)N1CN2CN(C(C)=O)CC(C(=O)c3ccccc3)(C2)C1
  A = 10.4%	B = -8.8%	C = i	D = -2.6%	E = -7.1%

COc1ccc(CNS(=O)(=O)c2ccc3c(c2)C(C)(C)C(=O)N3C)cc1
  A = -7.1%	B = -0.7%	C = 1.6%	D = -1.0%	E = -10.4%

O=CNc1ccc(OC(=O)c2cncc(Br)c2)cc1
  A = -6.0%	B = 42.8%	C = 2.1%	D = 0.3%	E = 1.7%

Cc1cc(N2CCOCC2)ccc1/C=C\[N+](=O)[O-]
  A = 6.0%	B = 78.2%	C = ?	D = 60.1%	E = -5.5%

CCOC(=O)Cc1csc(NC(=O)CN2CCN(c3ccccc3)CC2)n1
  A = -8.7%	B = 18.2%	C = 0.7%	D = 11.8%	E = -7.9%

Cc1cc(CN(C)C(=O)c2ccc(OC3CCN(CCc4ccccc4)CC3)cc2)on1
  A = -1.3%	B = 4.0%	C = 0.5%	D = 3.9%	E = -12.4%

Nc1ncnc(Nc2ccccc2C(F)(F)F)n1
  A = -1.6%	B = 5.8%	C = 0.1%	D = 0.9%	E = -8.9%

CC(C)c1ccc(NC(=O)[C@@H](NC(=O)N2CC(=O)Nc3ccccc32)C(C)C)cc1
  A = -3.5%	B = 23.4%	C = i	D = 5.2%	E = 6.3%

O=C(CCc1nc(-c2ccccc2)no1)NC1CCCCCC1
  A = -4.2%	B = 35.2%	C = i	D = -0.6%	E = ·

COc1cccc(NC(=S)N2CCN(C/C=C/c3ccccc3)CC2)c1
  A = 6.3%	B = 10.5%	C = 0.1%	D = 3.8%	E = 7.9%

S=c1[nH]nc(-c2cccc(Br)c2)o1
  A = 1.1%	B = 59.3%	C = 2.8%	D = -4.6%	E = -9.7%

O=C(NCc1cccnc1)/C(=C\c1ccc(-c2cccc(Cl)c2)o1)S(=O)(=O)c1ccccc1
  A = 14.2%	B = 76.2%	C = 22.8µM*	D = 1.6%	E = -3.9%

CCn1cnc2cc(NC(=O)c3cccs3)ccc21
  A = 3.0%	B = -0.1%	C = 0.8%	D = 7.4%	E = 5.2%

COc1ccc(-n2nc([N+](=O)[O-])c(=NCCc3ccc(OC)c(OC)c3)n2O)cc1
  A = 1.5%	B = 44.9%	C = 4.6%	D = -0.4%	E = -9.0%

Cc1ccccc1CSc1nc2ccccc2c(=O)n1C
  A = -6.4%	B = 31.8%	C = i	D = 4.5%	E = ·

CN(C)c1ccc(C(=O)OCC(=O)c2ccc[nH]2)cc1
  A = -0.3%	B = 52.7%	C = 3.3%	D = 1.9%	E = ·

COc1ccc(OC)c(/C=C/c2[nH]c(=O)[nH]c(=O)c2[N+](=O)[O-])c1
  A = -3.9%	B = ·	C = 1.2%	D = ·	E = ·

COc1ccc(S(=O)(=O)N(C(C)=O)c2ccc(OC(C)=O)c3ccccc23)cc1[N+](=O)[O-]
  A = 1.3%	B = i	C = 3.1%	D = 0.4%	E = -3.6%

CCN(CC)C(=O)Cn1cc(C(=O)C(=O)NCCCN2CCCCC2)c2ccccc21
  A = -14.8%	B = 2.5%	C = 0.7%	D = -19.5%	E = -3.1%

CN(C)C(CNC(=O)c1cccc(OC(F)F)c1)c1ccco1 (stereo unspecified)
  A = 3.6%	B = -20.1%	C = 0.9%	D = 6.0%	E = -9.1%

O=C(COc1ccc(S(=O)(=O)N2CCCCC2)cc1Cl)N1CCCC1
  A = 5.3%	B = 2.1%	C = i	D = 0.4%	E = 4.8%

Cc1ccc2nc(SCC(=O)Nc3cc(C(F)(F)F)ccc3N3CCOCC3)[nH]c2c1
  A = 7.2%	B = 13.3%	C = 10.2%	D = -0.1%	E = 2.6%

N#CCCN(C(=S)Nc1ccc(S(=O)(=O)N2CCOCC2)cc1)c1ccccc1F
  A = -3.6%	B = ·	C = i	D = ·	E = ·

O=C(Cn1nnc(-c2ccccc2-n2cnnn2)n1)NCc1ccccc1
  A = -3.7%	B = -0.4%	C = 0.8%	D = -2.4%	E = 0.9%

CCOC(=O)c1c(S(=O)(=O)NCC(=O)Nc2ccc(F)cc2F)c(C)n(C)c1C
  A = 9.6%	B = 7.6%	C = 0.3%	D = 0.0%	E = -17.2%

COc1cccc(/C=C/C(=O)OCC(=O)N2CCCC2)c1OC
  A = -3.9%	B = -3.1%	C = 1.9%	D = -5.6%	E = ·

Nc1sc(-c2ccccc2)n[n+]1Cc1cccc2cccnc12
  A = -12.6%	B = ?	C = 2.7%	D = 40.5%	E = -0.2%

Cc1ccc(NC(=O)COc2ccccc2C(=O)NCCc2ccccc2)cc1
  A = -3.0%	B = 49.5%	C = 3.1%	D = 11.6%	E = -6.6%

COc1ccc(N2CCN(C(=O)Nc3cccc(C(F)(F)F)c3)CC2)cc1
  A = 9.8%	B = 50.8%	C = 0.7%	D = -1.8%	E = -7.0%

CCOc1ccc2oc(C(=O)N(Cc3nnc(-c4ccccc4Cl)o3)C3CC3)c(C)c2c1
  A = -5.4%	B = 49.2%	C = 5.7%	D = 60.5%	E = 3.3%

O=C(CSc1nnc(-c2cnccn2)n1Cc1ccco1)c1ccc2ccccc2c1
  A = 0.9%	B = 5.2%	C = 1.5%	D = 4.1%	E = 1.8%

CC(=O)NC1(C(F)(F)F)C(=O)Nc2c1c(=O)[nH]c(=O)n2Cc1ccco1 (stereo unspecified)
  A = -2.5%	B = -0.3%	C = 0.4%	D = -2.4%	E = 5.0%

CCN(CC)S(=O)(=O)c1ccc2c(c1)c(=O)c(C(=O)NCc1ccc3c(c1)OCO3)cn2C
  A = ·	B = -19.9%	C = ·	D = -10.2%	E = -6.4%

CCOC(=O)c1ccc(NC(=O)COc2ccc(S(=O)(=O)N3CCCC3)cc2)cc1
  A = 6.0%	B = -18.7%	C = i	D = -7.8%	E = -3.3%

CC(C(=O)c1ccccc1)[n+]1cccc(C(N)=O)c1 (stereo unspecified)
  A = 7.4%	B = ·	C = i	D = -1.6%	E = 11.7%

O=C1C=C(c2cc3ccccc3s2)C[C@@H](c2ccc(F)cc2)C1
  A = 10.6%	B = 15.2%	C = 2.9%	D = 7.8%	E = ·

Individual results from above.
Result of O=C(c1ccco1)N(Cc1cccc(F)c1)C1CCS(=O)(=O)C1 (stereo unspecified) under Salmonella PhoP GFP: -0.3%
Result of O=C(NCc1cccnc1)/C(=C\c1ccc(-c2cccc(Cl)c2)o1)S(=O)(=O)c1ccccc1 under H37Rv inhibition: 1.6%

Remaining list, next part.
Letters: A = influenza NS1A; B = M. tuberculosis; C = VEEV TC-83 Vero; D = H37Rv inhibition; E = Salmonella PhoP GFP
CCOC(=O)c1ccc(NCCOC)c([N+](=O)[O-])c1
  A = -1.4%	B = 43.3%	C = 0.4%	D = -9.6%	E = 5.6%

CCOc1ccccc1N1CCN(C(=O)c2ccccc2)CC1
  A = 2.4%	B = 8.7%	C = 7.4%	D = 2.2%	E = 5.2%

Cc1cc([N+](=O)[O-])c(N2CCC[C@@H]2C(=O)O)c([N+](=O)[O-])c1
  A = 1.7%	B = -1.0%	C = 2.3%	D = 2.9%	E = -7.8%

O=C(COC(=O)c1ccc([N+](=O)[O-])o1)NCc1ccc(F)cc1
  A = -3.5%	B = 43.2%	C = 0.5%	D = ?	E = ·

O=C(NC1CCCCC1)C(c1ccncc1)N(Cc1ccccc1)C(=O)c1ccc(-c2ccccc2)[nH]1 (stereo unspecified)
  A = -8.6%	B = 47.8%	C = 1.5%	D = 62.4%	E = -0.7%
